# GLP-1R agonist = qHTS of GLP-1 Receptor Agonists | Glucagon-like peptide 1 receptor (Homo sapiens), P43220 | HEK293 GLP-1R CRE-luciferase, luminescence, 4-6 h; cells express a hypersensitive GLP-1R form | Potency, µM (titrated, usually from 45.6 µM), for the others: at the top dose activation, usual class: activators | 0.007% of 380,000 active; note: potency is the fitted concentration of half-maximal effect; % of control where 0% means no effect
# Target sequence (P43220 whole entry, looked up): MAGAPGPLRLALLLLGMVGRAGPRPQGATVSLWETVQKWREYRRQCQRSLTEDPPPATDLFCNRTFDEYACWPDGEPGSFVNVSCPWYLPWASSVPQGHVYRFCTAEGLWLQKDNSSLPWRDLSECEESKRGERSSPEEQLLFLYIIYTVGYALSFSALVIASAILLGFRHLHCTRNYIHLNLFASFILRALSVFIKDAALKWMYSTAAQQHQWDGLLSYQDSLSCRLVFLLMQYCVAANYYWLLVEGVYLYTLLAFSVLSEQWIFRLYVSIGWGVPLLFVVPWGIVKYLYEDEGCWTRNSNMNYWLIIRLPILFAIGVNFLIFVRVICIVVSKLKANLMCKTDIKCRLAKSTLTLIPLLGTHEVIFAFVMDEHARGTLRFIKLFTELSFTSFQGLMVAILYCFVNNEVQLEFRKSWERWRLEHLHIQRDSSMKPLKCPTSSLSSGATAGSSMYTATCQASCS
# GLP1R inv ag = qHTS of GLP-1 Receptor Inverse Agonists (Inhibition Mode); Glucagon-like peptide 1 receptor (Homo sapiens), P43220; HEK293 GLP-1R CRE-luciferase, luminescence, 24 h; GLP-1R form is constitutively active; Potency, µM (titrated, usually from 38.3 µM), for inactives: top-dose activity change, negative = inhibition, actives largely listed as inhibitors; 1.6% of 410,000 active; AID 624417, 2012; note: potency is the fitted concentration of half-maximal effect; % is set by controls: 0 for no effect and ±100 for the full control effect; nearly all actives have a fitted effect of over 55% in size
#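 Seeding at 200 cells/uL, 12 h culture, 24 hr compound treatment, then luciferase reagent and a luminescence read; cells are HEK293 stably expressing a constitutively active GLP-1R plus cAMP-responsive luciferase.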
# Akt phos inh = HTS Assay for Inhibitors of Akt Phophorylation: Primary Screen; Neuro2A IGF-stimulated pAkt S473 HTRF, 20 min; active compounds read low; activity change, % for hits at 50 µM; 0.32% of 360,000 active; AID 651550, 2012; in the data active = activity change below about -80%; inconclusive = mostly about -51% to -80%; note: % is set by controls: 0 for no effect and ±100 for the full control effect
#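 Neuro2A cells in DMEM with 0.5% FBS, overnight at 37 deg C, given compound at single 50 µM final, then IGF (6 nM final) for 20 min at 37 deg C. Lysed; phospho-Akt Ser473 by HTRF after 24 h, 665/615 ratio.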
# PTHR1 ag = qHTS for PTHR1 Agonists: Primary Screen. Parathyroid hormone/parathyroid hormone-related peptide receptor (Homo sapiens), Q03431. HEK293 GP2 PTHR1 cells, GloSensor cAMP luminescence, 1 h. Potency, µM (top dose mostly 115 µM), without a hit: at the top dose activation, usual class: activators. 0.075% of 410,000 active. AID 743266, 2014; note: potency is the fitted concentration of half-maximal effect; nearly all actives have a fitted effect of over 55% in size; some results filed as inactive show a strong effect at the top dose; inactives centre near -15; many of its hits are not listed in these tables
#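 HEK-293-derived GP2 cells expressing PTHR1 and a GloSensor cAMP reporter, 3,000/well, plated overnight, given luciferin plus IBMX (each 0.5 mM as added) for 1 h at 37 °C, then compound for 1 h at 37 °C. Luminescence was read after 15 min at room temperature.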
# FUS yeast rescue = qHTS for Suppressors of FUS Proteinopathy: Primary screen using FUS-linked yeast assay; 0.24% of 390,000 active; Potency, µM (series often up to 76.6 µM), for inactives: at the highest dose growth rescue (activation), actives largely listed as activators; S. cerevisiae FUS-expressing, growth rescue, OD600, 24 h;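 note: potency is the fitted concentration of half-maximal effect; plate controls were DMSO vehicle for no effect and reference control for full effect; nearly all actives have a fitted effect of over 55% in size; some results filed as inactive show a strong effect at the top dose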
#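 FUS-expressing yeast, raffinose-pregrown, induced in 2% galactose minimal medium at OD 0.005; compounds in a dilution series, 24hr at 30C. Growth restoration read as absorbance at 600 nm. CP55940 positive control, DMSO negative.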
# aSyn yeast inh = qHTS of alpha-syn Inhibitors. 0.14% of 370,000 active. AID 652106, 2013. Potency, µM (highest dose often 46.1 µM), for inactives: at the highest dose growth rescue (activation), actives largely listed as activators. Yeast expressing alpha-synuclein, growth rescue, BacTiter-Glo, 24 h; note: potency is the fitted concentration of half-maximal effect; % of control where 0% means no effect; nearly all actives have a fitted effect of over 65% in size
#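 Rescue of yeast growth: cells expressing toxic alpha-synuclein, induced in galactose at OD600 0.02, incubated with compound 24 h at 30 C. ATP luminescence quantified growth; inhibitors of toxicity appear as activators.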
# DRD3 antagonist = qHTS of D3 Dopamine Receptor Antagonist: qHTS; D(3) dopamine receptor (Homo sapiens), P35462; D3R cells, DiscoveRx beta-arrestin luminescence, antagonist mode; active compounds read low; max response, negative = inhibition, %; 2.5% of 360,000 active; AID 652054, 2013; in the data active = max response below about -50%; inconclusive = no clear call, values can overlap the other calls; note: % is set by controls: 0 for no effect and ±100 for the full control effect; mostly tested at two doses, the higher about 12 µM
# Target sequence (P35462 whole entry, looked up): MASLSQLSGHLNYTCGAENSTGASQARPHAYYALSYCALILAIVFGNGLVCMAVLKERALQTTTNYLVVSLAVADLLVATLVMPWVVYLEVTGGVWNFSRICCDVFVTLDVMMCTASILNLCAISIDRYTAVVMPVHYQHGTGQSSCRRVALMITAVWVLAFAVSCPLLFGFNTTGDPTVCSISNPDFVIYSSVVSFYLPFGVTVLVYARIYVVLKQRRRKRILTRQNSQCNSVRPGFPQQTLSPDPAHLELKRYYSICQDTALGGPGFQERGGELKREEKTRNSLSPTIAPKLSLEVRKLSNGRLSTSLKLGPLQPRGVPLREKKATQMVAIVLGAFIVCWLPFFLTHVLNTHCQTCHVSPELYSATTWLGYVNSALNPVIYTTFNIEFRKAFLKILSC
#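 Cells plated overnight at 1500 cells/well, then exposed to library compounds with dopamine controls for 90 minutes at 37 degrees C. DiscoveRx reagent added for 30–60 minutes at room temperature; luminescence read, quantitative HTS format.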
# TDP-43 yeast inh = qHTS of TDP-43 Inhibitors | AID 652104, 2013 | Potency, µM (titrated, usually from 46.1 µM), for the others: top-dose growth rescue (activation), usual class: activators | TDP-43 expressing yeast growth rescue, BacTiter-Glo, 24 h | 1.8% of 410,000 active; note: potency is the fitted concentration of half-maximal effect; % of control where 0% means no effect; nearly all actives have a fitted effect of over 50% in size
#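 Luminescence from BacTiter-Glo reports growth of TDP-43-expressing yeast after 24 hr at 30 deg C with compound. Cells were raffinose-pregrown to mid-log, then seeded in galactose medium at OD600=0.02.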
# Abeta yeast res = qHTS for compounds that reverse cellular toxicity of Amyloid beta (A-beta) peptide in yeast: Primary Screen; 0.063% of 410,000 active; AID 1347071, 2019; yeast expressing A-beta42, growth rescue, OD600, 48 h; response scale: 0% DMSO, 100% iron-clioquinol control; Potency, µM (doses to about 46.1 µM), for the others: at the highest dose growth rescue, usual class: activators; note: potency is the fitted concentration of half-maximal effect; nearly all actives have a fitted effect of over 55% in size
#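 Yeast A-beta toxicity model in growth medium with pinned compounds, 48 h at 30 C; growth read as absorbance at 600 nm. Normalized to FeCl3/clioquinol equimolar mix (positive) and DMSO (negative).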
# An asterisk follows results filed as active; i = inactive; ? = inconclusive; . = no result given; [ ] = dose if it differs, or a comment. Unless noted, calls come from the whole dose curve; as a rule, active = well fitted curve in the direction sought with a large enough effect; inconclusive = small, poorly fitted or top-dose-only effect, or another doubt; inactive = no such curve, though single readings can be large; an effect the other way counts as inactive or inconclusive.
SMILES,GLP-1R agonist,GLP1R inv ag,Akt phos inh,PTHR1 ag,FUS yeast rescue,aSyn yeast inh,DRD3 antagonist,TDP-43 yeast inh,Abeta yeast res
Cc1ccnc(NS(=O)(=O)c2ccc(NC(=O)c3cc(-c4ccccc4)nc4ccccc34)cc2)n1,-5%,9%,i,-25%,22%,-7%,-21,-4%,-1%
CCOC(=O)CCN1C(=O)c2ccccc2Sc2ncccc21,3%,10%,i,i,11%,-6%,-13,8%,-8%
Cc1ccnc(N2CCC(C(=O)NCc3ccc4c(c3)OCO4)CC2)n1,5%,0%,i,-5%[57.5 µM],27%,-7%,-14,18%,-13%
Cc1ccc(CNC(=O)CSc2ccc(-c3ccccn3)nn2)cc1,5%,-18%,i,i,16%,-16%,-5,-1%,1%
O=C(Nc1nnc([C@@H]2C[C@H](O)[C@@H](CO)O2)s1)c1cccc(Oc2ccccc2)c1,0%,-10%,i,-19%,16%,-7%,-17,16%,-18%
Cc1ccc(NC(=O)C(C)SCC(=O)Nc2ccc(F)cc2)cc1S(=O)(=O)N1CCOCC1 (configuration not stated),3%,?,i,-13%,8%,-3%,-6,-10%,1%
COc1ccc(C)cc1NC(=O)C1CCN(S(=O)(=O)c2cccs2)CC1,-1%,7%,i,-6%,4%,0%,-1,-18%,-7%
COCCn1c(SCC(=O)N2CCCC2)nnc1C(C)C,-6%,4%,i,i,5%,-2%,7,14%,17%
CCOC(=O)c1oc2ccc(S(=O)(=O)N3CCOCC3)cc2c1C,-1%,19%,i,-5%[57.5 µM],35%,-1%,13,-21%,-5%
CC(C(=O)N1CCCCC1)N(C)CC(=O)Nc1cccc(F)c1 (configuration not stated),-1%,-5%,i,-2%,-10%,-12%,1,-15%,-15%
CC1CN(c2oc(-c3cccs3)nc2C#N)CC(C)O1 (configuration not stated),10%,5%,i,22%,-19%,-5%,14,2%,-16%
CC(C)C(=O)NCC1(N(C)C)CCCCC1,.,6%,.,-12%,-16%,.,.,-11%,-13%
COc1ccc(C(=O)OCc2cc(=O)n3ccsc3n2)cc1F,-3%,1%,i,-6%,7%,7%,10,?,-2%
CCOC(=O)C1CCN(S(=O)(=O)c2ccc3c(c2)CC(=O)N3C)CC1,0%,12%,i,-16%,18%,-3%,?,-10%,-7%
COC(=O)C1CCN(C(=O)C2CCC(=O)N(CCCc3ccccc3)C2)CC1 (configuration not stated),-1%,1%,i,i,-4%,-2%,-12,-6%,-15%
COC(=O)c1cc(Br)c(=O)n(-c2nccs2)c1,-2%,19%,?,-2%[57.5 µM],-2%,5%,-24,-8%,-9%
Cn1ncc(C#N)c1NC(=O)c1nn2cccnc2c1Cl,15%,8%,i,-15%[57.5 µM],3%,0%,-1,3%,-2%
Cc1[nH]n(-c2nc(-c3ccc(Cl)cc3)cs2)c(=O)c1N=Nc1ccc(O)cc1,4%,?,i,-21%,1%,-2%,8,14%,1%
COc1ccc(CNCCNC(=O)c2nonc2N)cc1OC,14%,33%[activator],i,i,7%,-3%,-9,-27%,-10%
Cc1nc(NC(=O)c2cnccn2)ccc1Br,-5%,6%,i,-26%,-9%,0%,-5,7%,-11%
CC(C)C(=O)Nc1nnc(SCC(=O)NC2CC2)s1,-5%,0%,i,i,24%,0%,-11,?,16%
COCc1cc(S(=O)c2ccc(Cl)cc2)nc(C)n1 (configuration not stated),-6%,?,i,-26%,-24%,-17%,?,15%,-44%[inhibitor]
COc1ccc(NC(=O)COC(=O)c2ccc3c(c2)OCCO3)cc1,10%,7%,i,i,-3%,4%,27,29%,-3%
CCCN1C(=O)c2cc(C(=O)Nc3ccc(OC)c(OC)c3)ccc2C1Nc1ccc(OC)c(OC)c1 (configuration not stated),15%,-4%,i,-42%[inhibitor],38%,-5%,-12,-12%[0.397 µM],-6%

# Rewritten with bars between the fields: part of the list above
SMILES | GLP-1R agonist | GLP1R inv ag | Akt phos inh | PTHR1 ag | FUS yeast rescue | aSyn yeast inh | DRD3 antagonist | TDP-43 yeast inh | Abeta yeast res
COC(=O)c1cc(Br)c(=O)n(-c2nccs2)c1 | -2% | 19% | ? | -2%[57.5 µM] | -2% | 5% | -24 | -8% | -9%
Cn1ncc(C#N)c1NC(=O)c1nn2cccnc2c1Cl | 15% | 8% | i | -15%[57.5 µM] | 3% | 0% | -1 | 3% | -2%
Cc1[nH]n(-c2nc(-c3ccc(Cl)cc3)cs2)c(=O)c1N=Nc1ccc(O)cc1 | 4% | ? | i | -21% | 1% | -2% | 8 | 14% | 1%
COc1ccc(CNCCNC(=O)c2nonc2N)cc1OC | 14% | 33%[activator] | i | i | 7% | -3% | -9 | -27% | -10%
Cc1nc(NC(=O)c2cnccn2)ccc1Br | -5% | 6% | i | -26% | -9% | 0% | -5 | 7% | -11%
CC(C)C(=O)Nc1nnc(SCC(=O)NC2CC2)s1 | -5% | 0% | i | i | 24% | 0% | -11 | ? | 16%

# The list goes on.
SMILES,GLP-1R agonist,GLP1R inv ag,Akt phos inh,PTHR1 ag,FUS yeast rescue,aSyn yeast inh,DRD3 antagonist,TDP-43 yeast inh,Abeta yeast res
CCc1ccc(/C=C2\SC(=S)N(CCC(=O)NCCCN3CCOCC3)C2=O)cc1,-2%,?,i,i,4%,4%,10,-18%,15%
CC1(C)C2CC=C(/C=N/NC(=O)c3ccc(O)cc3)C1C2 (configuration not stated),9%,?,i,-1%,28%,-3%,-9,-2%[9.22 µM],-4%
CC(=O)N1CCc2c(sc(NC(=O)c3ccc([N+](=O)[O-])o3)c2C#N)C1,0%,8%,i,-49%[inhibitor],35%,-4%,-59*,-8%,0%
C[C@H](NC(=O)COc1ccccc1)C(=O)OCC(=O)c1cc2ccccc2o1,-3%,-8%,i,i,10%,-2%,-2,-25%,8%
CN1CCN(c2ccccc2NC(=O)c2cc3c(s2)-c2ccccc2OC3)CC1,13%,?,i,i,0%,-3%,?,-5%,2%
O=C(O)c1ccc(Cn2nnc3sc4c(c3c2=O)CCCC4)cc1,7%,29%,i,i,14%,8%,-8,24%,-14%
CCCCC[C@@H]1[C@H]2[C@H]3C(=O)N(c4ccccc4)C(=O)[C@H]3CC(=O)[C@H]2[C@H](c2ccccc2)N1S(=O)(=O)c1ccc(C)cc1,-1%,-8%,i,23%,?,7%,22,6%,-9%
COc1cc(/C=C(\NC(=O)c2ccccc2)C(=O)NCC(=O)O)c([N+](=O)[O-])cc1OC,-6%,-1%,i,-20%,.,-7%,-22,6%,-3%
Cc1nc(N2CCCC2)c2nnn(Cc3ccccc3Cl)c2n1,14%,85%[activator],i,0%[57.5 µM],?,-3%,-23,18%,-6%
COc1ccccc1NC(=O)c1ccc(CS(=O)(=O)c2ccc(C)cc2)cc1,-3%,-17%,i,-29%,18%,3%,2,7%,0%
CC(O)CNC(=S)Nc1ccccc1 (configuration not stated),3%,-3%[0.307 µM],i,i,5%,-5%,-20,-17%,3%
CC(=O)Nc1c(C)ccc(CNC(=O)COc2ccc(F)cc2)c1C,6%,15%,i,i,11%,0%,7,-8%,-30%

# Gathered by group, the compounds so far containing bromine (2)
SMILES,GLP-1R agonist,GLP1R inv ag,Akt phos inh,PTHR1 ag,FUS yeast rescue,aSyn yeast inh,DRD3 antagonist,TDP-43 yeast inh,Abeta yeast res
COC(=O)c1cc(Br)c(=O)n(-c2nccs2)c1,-2%,19%,?,-2%[57.5 µM],-2%,5%,-24,-8%,-9%
Cc1nc(NC(=O)c2cnccn2)ccc1Br,-5%,6%,i,-26%,-9%,0%,-5,7%,-11%

# Additional compounds.
SMILES,GLP-1R agonist,GLP1R inv ag,Akt phos inh,PTHR1 ag,FUS yeast rescue,aSyn yeast inh,DRD3 antagonist,TDP-43 yeast inh,Abeta yeast res
CCCCCn1c(=O)[nH]c2cc(C(=O)NCc3ccccc3)ccc2c1=O,-3%,11%,.,-24%,-33%,.,.,0%,6%
CN(CC(=O)Nc1cccc(F)c1)C(=O)c1ccc(-c2ccc(Cl)cc2)o1,3%,?,i,i,17%,15%,-11,22µM*,-18%
O=C(NCCc1cn[nH]c1)c1ccc2oc(CCc3ccccc3)nc2c1,6%,-18%,i,-63%[inhibitor],-21%,-4%,-1,7%,-15%
COc1ccc(OC)c(Nc2nc(C3CC3)nc3c2nnn3Cc2ccccc2)c1,7%,10%,i,i,.,14%,-7,-7%,5%
COc1ccc(N2C(=O)NC(NS(=O)(=O)c3ccccc3)(C(F)(F)F)C2=O)cc1 (configuration not stated),1%,-4%,i,-14%,.,1%,-1,6%,-12%
Cc1cc(NC(=O)CCN2CCN(C)CC2)ccc1Br,-1%,?,i,-5%,8%,-1%,11,-14%,-4%
O=C(COC(=O)CNC(=O)c1ccccc1)NC1CCCCC1,5%,26%,i,i,9%,7%,?,-12%,17%
COCCCn1c(SCC(=O)N2CCc3ccccc32)nnc1-c1ccco1,-5%,6%,i,-1%[57.5 µM],9%,2%,14,20%,-3%

# Not all compounds are listed (hit frequency here may not be typical).
